High-throughput results: PubChem, NCI
Growth percent in the NCI-60 one-dose screen (48 h, 10 µM unless noted): 100 = growth as untreated, 0 = no growth, -100 = all killed.
HL-60(TB) = HL-60(TB) leukemia cells | hit rate 9% among 78,000 | AID 1794776; active = growth percent below 10
The depositor's hits bear a star; & = joins results of further samples; [ ] = remark or other dose. Only part of the results is shown; count on the stated rates, not on these rows.

The first 2 records, to show the layout:
structure	HL-60(TB)
COc1ccc(-c2cc(-c3cc(OC)c(OC)c(OC)c3)c(C#N)c(N3CCOCC3)n2)cc1	90.3
NNc1ncnc2c1ncn2C1OC(CO)C(O)C1O (configuration not stated)	34.8

Results, from the start:
structure	HL-60(TB)
COc1ccc(-c2cc(-c3cc(OC)c(OC)c(OC)c3)c(C#N)c(N3CCOCC3)n2)cc1	90.3
NNc1ncnc2c1ncn2C1OC(CO)C(O)C1O (configuration not stated)	34.8
CCC(CCC(C)C1CCC2C3CC=C4CC(OC(=O)CCC(=O)O)CCC4(C)C3CCC12C)C(C)C (configuration not stated)	112.3
CN(C)CCCNC1(c2ccc(F)cc2)C2CC3CC(C2)CC1C3 (configuration not stated)	77.3
CC12CC[C@@H]3[C@]4(C)COC(c5ccc(Br)cc5)O[C@@H]4CC[C@@]3(C)[C@@H]1CC(C1=CCOC1=O)O2 (some centres not stated)	69.1
COc1cc(CCC(=O)NCC(=O)NNC(C)C)cc(OC)c1OC	104.5
C=CC(=O)OCCCCCC	111.3
Nc1[nH]nc2nc(CCl)n3c4ccccc4nc3c12	106.0
O=C(CSc1nc2c(n1Nc1ccccc1)-c1ccccc1SC2)Nc1nc(-c2ccccc2)cs1	85.7
Cc1ncc(CCO)c2c1OC(C)(C)OC2	97.8
Cc1nn(-c2ccc(-c3ccc(OC(F)(F)F)cc3)cc2)c2nc[nH]c(=O)c12	100.3
NCC(=O)c1ccccc1	108.0
CCOC(=O)c1ccc(Nc2sc(C(=O)c3ccc(Br)cc3)c(N)c2C#N)cc1	-2.8*
COc1ccc(-c2cc(-c3nnc(SCC(=O)Nc4ccc(Cl)cc4)n3-c3ccccc3)c3ccccc3n2)cc1	75.7
CCOC(=O)c1c[nH]c2ccc([N+](=O)[O-])cc12	91.9
O=C(OCc1ccccc1)c1ccc(O)cc1	80.8
OC(c1cc2c(Cl)cc(Cl)cc2c2cc(C(F)(F)F)ccc12)C1CCCCN1 (configuration not stated)	-39.1*
OC1(c2ccccc2)CN(Cc2ccccc2)CC(c2ccccc2)O1 (configuration not stated)	111.2
O=C1Nc2c(ccc(Cl)c2Cl)/C1=C\c1cc(C(F)(F)F)cc(C(F)(F)F)c1	-29.3*
O=[N+]([O-])c1ccc(Sc2ncccn2)c([N+](=O)[O-])c1	-31.8*
Cc1ccc(C)c2c1sc1nncn12	113.8
O=S(=O)(c1cnc2c(c1)Oc1ccccc1-c1cc(CN3CCCC3)nn1-2)N1CCCC1	102.8
COC1=C[C@]23CCCN2CCc2cc4c(cc2[C@@H]3[C@@H]1OC(=O)CCCC(C)C)OCO4	73.2
CSc1ncc(Br)c(Nc2ccccc2C)n1	86.7
S=C1NCCO1	108.5
Cc1ccc(C(=O)Nc2ccc(C(=O)NC(=S)Nc3ccc(C(=O)O)cc3)cc2)cc1	42.2[100 µM]
O=C1C=CN2CC=C[C@H]2[C@H]1O	100.5
COc1ccccc1N=Nc1sc(=O)[nH]c1S	112.0
COC(=O)[C@]12CC[C@@H](C)[C@H](C)[C@H]1C1=CC[C@@H]3[C@@]4(C)C/C(=C/c5ccccc5)C(=O)C(C)(C)[C@@H]4CC[C@@]3(C)[C@]1(C)CC2	99.4
COc1ccc2cc(C(=O)NCCc3ccccc3)ccc2c1OC	91.9
CC(=O)OC1CCC2(C)C(=CC3C4CCC(=O)C4(C)CCC32)C1 (configuration not stated)	91.0
Cc1cc(Br)ccc1N	106.0
O=C(CC1(O)C(=O)Nc2ccc(Br)cc21)c1ccc(Cl)cc1 (configuration not stated)	80.1
CO[C@H]1CO[C@H]2[C@@H]1OC[C@H]2OC	92.1
C[C@H]1[C@H]2C3=CC[C@@H]4[C@@]5(C)C/C(=C\c6ccccc6)[C@H](O)C(C)(C)[C@@H]5CC[C@@]4(C)[C@]3(C)CC[C@@]2(CO)CC[C@@H]1C	92.9
Nc1nnc(N)n1N	108.7
CC(=O)OCC1(C)OC(=O)N(c2ccccc2)C1=O (configuration not stated)	91.8
CC(C)C[C@@H](NC(=O)[C@@H](CCCCN)NC(=O)CCCCCN)C(=O)N[C@H](C)C(=O)N[C@H](CCCCN)C(=O)N[C@H](CC(C)C)C(=O)N[C@H](C)C(=O)N[C@H](CCCCN)C(=O)N[C@H](CCCCN)C(=O)N[C@H](CC(C)C)C(=O)N[C@H](C)C(=O)N[C@H](CCCCN)C(=O)N[C@H](CC(C)C)C(=O)N[C@H](C)C(=O)N[C@H](CCCCN)C(=O)N[C@H](C)C(=O)N[C@H](CCCCN)C(N)=O	99.5
O=C(O)c1ccc(-n2cc(/C=N/Nc3c(F)c(F)cc(F)c3F)c(-c3ccc(O)cc3)n2)cc1	63.1
CC1CC(OC(=O)C(O)c2ccccc2)CC(C)(C)C1 (configuration not stated)	111.1
CCC(O)C(F)(F)C(F)(F)F (configuration not stated)	103.1
CCc1n(Cc2ccc3ccccc3c2)cc[n+]1Cc1ccc2ccccc2c1	-54.0*
CCCCCCCCCCCCCCCCCC(=O)NCO	100.3
COc1ccc(N2CCN(S(=O)(=O)c3ncsc3-c3ccccc3)CC2)cc1	84.3
Cc1ccc(C(O)c2ccccc2Cl)c(C)c1 (configuration not stated)	96.1
CCOC(=O)C1C(C(=O)OCC)C2C(=O)C3C(C(=O)OCC)C(C(=O)OCC)C3C(=O)C12 (configuration not stated)	96.7
COc1ccc(-c2ccc(-c3ccc(C(=N)N)s3)s2)cc1	-61.1*
CCCCCCCCNC(=O)C(C)O (configuration not stated)	99.2
COc1cccc(/C=C/C(=O)c2c(C)nc3ccccc3c2/C=C/c2ccc(C)cc2)c1OC	36.0
COc1ccc(C(=O)/C=C/c2cc(-c3cc(OC)c(OC)c(OC)c3)n[nH]2)cc1	23.2
BrCc1c(-c2ccc(Br)cc2)oc(-c2ccc(Br)cc2)c1Br	114.1
COC(=O)C1=C(O)CON(c2ccccc2)C1c1ccccc1 (configuration not stated)	108.0
N#CC(CCN1CCOCC1)(c1ccccc1)c1ccccc1	104.7
COc1cc(Cl)cc(-c2nn(-c3cccc(NC(=O)c4cccc(C(F)(F)F)c4)c3)cc2-c2ccncc2)c1	67.3
CCN(CC)Cc1cc(Nc2ccnc3cc(Cl)ccc23)ccc1O	94.5
CC(C)(C)C(=O)/C=C/c1ccc(-c2ccccc2)cc1	60.0
CNC(=O)Oc1ccc2c(c1)OCO2	94.3
CN(C)CC(CN(C)C)C(O)c1ccccc1 (configuration not stated)	99.8
Cc1cc(C)c2c(Nc3ncnc4c3sc3ncccc34)csc2n1	95.7
CC(=O)O[C@H]1C[C@@]2(C)[C@@H](C[C@@H](O)[C@H]3[C@@]4(C)CC[C@H](O)[C@@H](C)[C@@H]4CC[C@@]32C)/C1=C(\CCC(Br)C(C)(C)N1CC=CCC1)C(=O)O (some centres not stated)	90.9

(listing goes on)
structure	HL-60(TB)
O=C(Nc1cccc(Cl)c1)c1cc([N+](=O)[O-])ccc1O	44.4
CN(C)c1ccc([C@H]2C[C@]3(C)[C@@H](CC[C@]3(O)CCCO)[C@@H]3CCC4=CC(=O)CCC4=C32)cc1	81.9
Oc1ccc(-c2[nH]ncc2-c2c[nH]c3ccccc23)cc1	85.9
CSc1nn2c(-c3ccc(F)cc3)ccnc2c1C#N	91.4
Nc1c(N=Nc2ccc(S(=O)(=O)O)cc2)cc(S(=O)(=O)O)c2ccc(N=Nc3ccc([N+](=O)[O-])cc3)c(O)c12	89.8
Fc1ccc(/C=N/Nc2ncc(-c3cc4cc5c(cc4o3)OCO5)s2)cc1	104.4
COc1ccc(C2=NN(C(C)=O)C(c3cc(-c4cc5ccccc5o4)n(-c4ccccc4)n3)C2)cc1OC (configuration not stated)	87.8
Cn1cc(-c2cc(N)n3nc(-c4cn(C)c5ccc(F)cc45)cc3n2)c2cc(F)ccc21	-32.4*
COc1cccc(-c2nc3sccn3c2-c2ccnc(NCCN3CCCN(C(=O)OC(C)(C)C)S3(=O)=O)n2)c1	108.9
CCOC(=O)c1ccc(NC(=O)Nc2ccc(-c3cccs3)nc2C)cc1	90.8
Cc1cccc(NC(=O)[C@@H]2c3ccccc3C(=O)N(c3ccc(O)cc3)[C@H]2c2ccc(O)cc2)n1	117.9
O=c1[nH]c(N2C[C@@H]3C[C@H](C2)c2cccc(=O)n2C3)nc2sc3c(c12)CCCC3	89.7
CCCCCCNC(=O)Oc1ccc(/C(=C(\C)c2ccccc2)c2ccc(OCCCN(C)C)cc2)cc1	78.0
COC(=O)c1cc[n+]([O-])cc1	109.1
CC1=NN(c2nc3ccccc3nc2Cc2ccccc2)C(=O)C1	95.7
COc1cc(/C=N/Nc2ncc(-c3cc4cc5c(cc4o3)OCO5)s2)cc(OC)c1OC	14.7
CCCSc1nc(Nc2ccc(/C(C)=N\NC(N)=S)cc2)c(C#N)c(-c2ccccc2)n1	64.0
CC1(C)C(O)NC(Cl)=C(C#N)C1(C#N)C#N (configuration not stated)	114.1
O/N=C(/CSc1nnc(-c2cc(-c3ccccc3)nc3ccccc23)o1)c1ccccc1	70.9
C=CCNCCC#N	109.1

Individual results from above:
HL-60(TB) result of Oc1ccc(-c2[nH]ncc2-c2c[nH]c3ccccc23)cc1 → 85.9
HL-60(TB) result of COc1ccc(N2CCN(S(=O)(=O)c3ncsc3-c3ccccc3)CC2)cc1 → 84.3
HL-60(TB) result of O=C(O)c1ccc(-n2cc(/C=N/Nc3c(F)c(F)cc(F)c3F)c(-c3ccc(O)cc3)n2)cc1 → 63.1
HL-60(TB) result of NNc1ncnc2c1ncn2C1OC(CO)C(O)C1O (configuration not stated) → 34.8

Next compounds follow:
structure	HL-60(TB)
Cc1ccc(S(=O)(=O)NNC(=O)c2ccccc2N)cc1	97.9
CNC(=O)N1N=C(c2ccc(N)cc2)c2cc3c(cc2CC1=O)OCCO3	99.1
CC(=O)NNC(=S)/N=C\C(C(=O)c1ccccc1)=C(/O)c1ccccc1	103.0
C=C(OC1CC(Oc2ccc(C(C)C)cc2)(C(C)C)CCC1(C)O)C(O)(CCC(C)(O)C(=O)OC1(C(C)C)CC=C(C)CC1)C(C)C (configuration not stated)	120.7
O=C(O)/C(=C\c1ccc(Cl)cc1)c1ccc(Cl)cc1	53.3
COc1cccc(Nc2sc(C(=O)c3cc4cc(Cl)ccc4o3)c(N)c2C#N)c1	103.8
Nc1ncnc2c1ncn2C1CCCO1 (configuration not stated)	103.0
CC(C)CNC(=O)c1ccccc1C(=O)NC1(C(=O)NCC(C)C)CCCC1	97.4&92.9
Cn1cnc2c(N3CCN(C(=O)c4c[nH]c5ccccc45)CC3)nc(Cl)nc21	98.2
Fc1ccc(C2=NN(c3ccccc3)C(c3sc(N(CCCl)CCCl)nc3Cl)C2)cc1 (configuration not stated)	103.1
CCc1c(C)c2ccc(OC(=O)c3ccccc3)c(C(=O)/C=C/c3cc(OC)c(OC)c(OC)c3)c2oc1=O	95.0
CC(=O)C(C)c1ccccn1 (configuration not stated)	90.6
CC(C)=Cc1oc2c3c(c(O)c4ccccc4c(=O)c13)C(=O)c1ccccc1-2	101.3
CC(CN(C)C)OC(=O)Nc1ccc(Cl)cc1 (configuration not stated)	102.4
NC(=S)N/N=C/c1ccc[nH]1	98.6
Cc1nn(-c2ccccc2)c2ncn(CC(=O)Nc3ccc(C(=O)N[C@@H](CCC(=O)O)C(=O)O)cc3)c(=O)c12	92.3
O=C(NO)c1ccc(-c2nc3ccc4[nH]ncc4c3c3c2CCCC3)cc1	-18.7*
O=C(Nc1ccc(N=Cc2ccccc2O)cc1)NC1C=c2ccccc2=CC1 (configuration not stated)	79.4
Cn1cc(C(=O)c2nc(-c3c[nH]c4ccccc34)no2)c2ccccc21	58.5
Cc1cnc2c(C)cccn2c1=O	96.2

Exported with each value named: entries from further up.
CC(CN(C)C)OC(=O)Nc1ccc(Cl)cc1 (configuration not stated)
  HL-60(TB): 102.4

NC(=S)N/N=C/c1ccc[nH]1
  HL-60(TB): 98.6

The listing continues:
structure	HL-60(TB)
CN(C)CCN1C(=O)c2cccc3c(N)ccc(c23)C1=O	-6.8*
CCOC(=O)c1ncc(-c2cc(F)c(F)c(OCC)c2)c(NC2CCCCCC2)n1	93.6
Cc1ccc(S(=O)(=O)c2nc(-c3ccccc3)oc2Sc2nc3ccccc3[nH]2)cc1	66.2
O=c1c2cc3ncccc3n2c(=O)c2cc3ncccc3n12	97.7
O=C(O)c1cn(C2CC2)c2cc(N3CCN(C(=O)CSc4nnc(-c5cc(-c6ccccc6)nc6ccccc56)o4)CC3)c(F)cc2c1=O	99.8
Cc1ccc(CSc2nc(Cl)c(C#N)c(-c3ccc(F)cc3)n2)cc1	42.0
CC(=O)[C@H]1CC[C@H]2[C@@H]3CC[C@@H]4C[C@H](O)CC[C@]4(C)[C@H]3[C@H](O)C[C@]12C	98.3
CCOC(=O)c1c(C)nc2c(c1N)C(=O)C(=O)N2Cc1ccc(F)cc1	52.7
Nc1cc(S(=O)(=O)O)cc2cc(S(=O)(=O)O)cc(O)c12	71.5
COc1ccc(-c2nc3cc(C(=O)Nc4ccccc4)ccc3n2C2CCCCC2)cc1	70.9
Cn1c(COC(=O)N2CCCCC2)nc2c(N3CCOCC3)nc(Cl)nc21	101.7
O=C1CNC(c2cccc([N+](=O)[O-])c2)N1O (configuration not stated)	102.9
CSc1cccc([N+](=O)[O-])c1	91.7
NC(=O)c1cc(Cl)ccc1N	95.9
Cc1cccc(NC(=S)Nc2ccc(NCc3nc4sc5c(c4c(=O)[nH]3)CCCC5)cc2)c1	105.1
CO[C@H]1CC[C@@]2(C)C(=CC[C@H]3[C@@H]4C[C@H](O)C[C@@]4(C)CC[C@@H]32)C1	22.6
Nc1ccc(-c2cc3c(NCc4ccccc4)ncnc3s2)cc1	85.5
O=c1onc(-c2cc3ccccc3nc2Cl)n1-c1cccc2ccccc12	33.5
CO/C(=C1/NC(=O)C(Cc2ccc(O)c(Br)c2)N(C)C(=O)C(C)NC(=O)CCC/C=C(\C)CCC(C)OC1=O)c1ccccc1 (configuration not stated)	-58.6*
COC(=O)c1cn(Cc2c[nH]c3ccccc23)c2ccccc12	83.8
